High-throughput results from PubChem BioAssay.
rCAG RNA binder: binds r(CAG) RNA repeats | r(CAG) RNA repeat, TO-PRO-1 dye displacement fluorescence | inhibition, % at 3 µM | 370,000 compounds, 1.3% hits | AID 651821;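 active = inhibition above the plate cutoff, the mean of all test compounds on that plate plus 3 SD, cut at about 35% in these data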;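 note: 0% = DMSO alone and 100% = 100 µM mitoxantrone as full dye displacement; higher means more dye released from RNA so lower well fluorescence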
TCR-CD3 inh: blocks the human TCR-CD3 interaction | TAMRA-labeled TCR probe fluorescence, biochemical | inhibition, % at 9.4 µM | 360,000 compounds, 0.37% hits | AID 651800; in the data active = inhibition above about 19%;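 note: recombinant mutant TCR 2C K166C tagged with TAMRA read by polarization; 0% = receptor in buffer alone and 100% = receptor with positive control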
MBD2 inh: blocks human MBD2 binding to methylated DNA. Q9UBB5. TR-FRET, MBD2 binding to methylated oligonucleotide. inhibition, % at 4.4 µM. 370,000 compounds, 0.31% hits. AID 686964; in the data active = inhibition above about 13%
PRMT1 inh: blocks human protein arginine methyltransferase 1; Q99873; recombinant PRMT1, activity-based probe fluorescence polarization; inhibition, % at 2.79 µM; 370,000 compounds, 1.3% hits; AID 652257;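 active = inhibition above about 21% made by adding two undisclosed values, limit read from the data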
SIAE inh: inhibitors of human sialic acid acetylesterase SIAE; inhibition, % at 9.66 µM; Q9HAT2; 370,000 compounds, 0.69% hits; AID 1053197; SIAE FP-Rh probe binding, fluorescence polarization;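 active = inhibition above a cutoff: mean of compounds within the control limits plus 3 SD of those, cut at about 17% in these data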;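 note: 0% = plate median of compound wells and 100% = probe without SIAE protein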
NPR1 activator: GC-A (human) enzyme activation; P16066; HEK293 GC-A cells, cGMP TR-FRET, EC30 ANP; 0% at EC30 ANP, 100% saturating ANP; activation, % at 10 µM; 370,000 compounds, 0.14% hits; in the data active = activation above about 40%
mABHD4 FP: inhibitors of mouse ABHD4 | AID 720543 | Q8VD66 | 370,000 compounds, 0.54% hits | purified mABHD4, FP-Rh probe fluorescence polarization | inhibition, % at 8.92 µM;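 active = inhibition exceeding the mean over every tested compound plus 3 SD, cut at about 30% in these data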;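 note: 0% = plate median of compound wells and 100% = S159A mutant with DMSO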
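Test system: mouse ABHD4 enzyme, wild type. Reagent: FP-Rh fluorescent activity-based probe, added after compound pre-incubation. Timing: pre-incubation 45 min, probe exposure 60 min, at 25 °C. Technique: FP readout, ex 525 nm / em 598 nm. Benchmarks: high control S159A mutant with DMSO, low control median of compound wells.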
UHRF1 MBD2 ctr: UHRF1 methyl-DNA binding inhibition; UHRF1 binding to methylated oligo, TR-FRET; inhibition, % at 4.4 µM; 370,000 compounds, 0.75% hits; Q96T88; in the data active = inhibition above about 21%;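 note: UHRF1 SRA domain binding a hemimethylated CpG hairpin DNA probe; 0% = median of test compound wells and 100% = reference inhibitor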
NPR2 activator: GC-B (human) receptor activation. P20594. HEK293-GC-B cells, CNP EC30, cGMP TR-FRET; 0% at EC30 CNP, 100% saturating CNP. activation, % at 10 µM. 370,000 compounds, 0.11% hits. AID 1920062;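 active = activation at 10 µM reaching about 35% in either raw or pattern-adjusted values, limit read from the data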
Target sequence (P20594 whole entry, looked up): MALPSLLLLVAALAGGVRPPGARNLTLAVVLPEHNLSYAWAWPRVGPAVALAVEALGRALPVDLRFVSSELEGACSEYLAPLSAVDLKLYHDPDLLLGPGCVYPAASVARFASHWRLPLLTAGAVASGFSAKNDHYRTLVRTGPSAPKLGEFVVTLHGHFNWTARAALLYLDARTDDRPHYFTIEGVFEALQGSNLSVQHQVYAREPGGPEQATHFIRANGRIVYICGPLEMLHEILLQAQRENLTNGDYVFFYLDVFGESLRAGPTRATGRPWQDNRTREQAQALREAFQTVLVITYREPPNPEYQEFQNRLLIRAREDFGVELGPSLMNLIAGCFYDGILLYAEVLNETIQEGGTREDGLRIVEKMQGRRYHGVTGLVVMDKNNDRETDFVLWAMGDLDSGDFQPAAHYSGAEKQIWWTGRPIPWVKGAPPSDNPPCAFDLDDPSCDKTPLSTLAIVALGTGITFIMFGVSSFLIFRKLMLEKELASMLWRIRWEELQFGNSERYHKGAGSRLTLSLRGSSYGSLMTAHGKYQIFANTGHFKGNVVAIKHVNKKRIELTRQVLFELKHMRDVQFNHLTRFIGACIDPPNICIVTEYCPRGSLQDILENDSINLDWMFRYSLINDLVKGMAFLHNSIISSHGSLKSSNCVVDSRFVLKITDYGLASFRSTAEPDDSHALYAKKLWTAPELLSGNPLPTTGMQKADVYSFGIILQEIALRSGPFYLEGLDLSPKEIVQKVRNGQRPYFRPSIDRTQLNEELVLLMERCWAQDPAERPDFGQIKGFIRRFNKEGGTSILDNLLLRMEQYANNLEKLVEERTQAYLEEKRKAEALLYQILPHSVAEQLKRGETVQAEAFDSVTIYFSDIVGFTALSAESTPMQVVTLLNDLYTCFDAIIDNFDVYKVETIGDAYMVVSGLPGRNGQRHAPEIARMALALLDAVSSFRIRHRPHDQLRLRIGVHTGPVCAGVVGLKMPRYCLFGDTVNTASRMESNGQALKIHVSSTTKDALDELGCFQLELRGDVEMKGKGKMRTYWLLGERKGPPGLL
HTRA1 inh: inhibitors of human serine peptidase HTRA1; AID 504803; 340,000 compounds, 0.5% hits; recombinant HTRA1, FP-rhodamine activity-based probe, fluorescence polarization; inhibition, % at 5.96 µM; in the data active = inhibition above about 36%;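 note: 0% = enzyme with DMSO and 100% = wells lacking enzyme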
Numbers without * were called inactive; x = no result given. Only part of the results is shown (hit frequency here may not be typical).

Screens by letter – A = rCAG RNA binder; B = TCR-CD3 inh; C = MBD2 inh; D = PRMT1 inh; E = SIAE inh; F = NPR1 activator; G = mABHD4 FP; H = UHRF1 MBD2 ctr; I = NPR2 activator; J = HTRA1 inh
canonical_smiles: Cc1ccc(NS(=O)(=O)c2ccc(C)c(NC(=O)c3ccc(S(=O)(=O)N4CCCCCC4)cc3)c2)c(C)c1
  A: 19	B: 8	C: 0	D: 0	E: -74	F: -3	G: -65	H: 0	I: 1	J: -63
canonical_smiles: COc1ccc(Cl)cc1NC(=O)CNc1ccccc1CN(C)C1CCCCC1
  A: 1	B: 0	C: -2	D: -3	E: 5	F: -10	G: -6	H: -2	I: -7	J: -15
canonical_smiles: COCCn1c(SCC(=O)Nc2cccc(C(=O)OC)c2)nc2ccccc2c1=O
  A: -6	B: -7	C: 4	D: 0	E: -4	F: 1	G: 2	H: 3	I: 12	J: 3
canonical_smiles: CC(=O)c1ccc(Nc2c(C)n(C)n(-c3ccccc3)c2=O)cc1
  A: -2	B: -7	C: 6	D: 8	E: -6	F: 1	G: 4	H: 4	I: -2	J: 3
canonical_smiles: O=C(Nc1ccc2c(c1)C(=O)N(C1CCCCC1)C2=O)C1CCCO1 (stereo unspecified)
  A: -1	B: -1	C: 0	D: 5	E: 5	F: 8	G: -5	H: 1	I: -2	J: 6
canonical_smiles: O=C(COC(=O)c1ccccc1C(=O)N1CCN(c2ccccc2)CC1)Nc1ccccc1
  A: -16	B: -1	C: -1	D: 22*	E: 5	F: 0	G: 10	H: -3	I: 6	J: 0
canonical_smiles: COc1cc(Cl)c(C)cc1NC(=O)COC(=O)c1cc(SC)ccc1Cl
  A: 4	B: -3	C: 7	D: 5	E: -5	F: 5	G: -10	H: 9	I: -4	J: 4
canonical_smiles: Cc1c(N=Cc2ccco2)c(=O)n(-c2ccccc2)n1C
  A: -6	B: 0	C: -3	D: 1	E: -1	F: 3	G: 2	H: -1	I: -1	J: 3
canonical_smiles: CN(CC(=O)Nc1ccc(N2CCOCC2)cc1)CC(=O)Nc1ccccc1[N+](=O)[O-]
  A: -3	B: 1	C: 5	D: 7	E: 7	F: 0	G: -6	H: 2	I: 4	J: 5
canonical_smiles: CC(Sc1nnc(-c2ccco2)o1)C(=O)Nc1ccc(OC(F)F)cc1 (stereo unspecified)
  A: 4	B: -3	C: -4	D: -2	E: -8	F: 5	G: -2	H: -1	I: 0	J: 5
canonical_smiles: Cc1ccccc1-c1nc(NCCN(C)C)nc2ccsc12
  A: 1	B: 2	C: 1	D: -3	E: 4	F: -10	G: 12	H: 2	I: -4	J: x
canonical_smiles: O=C(Nc1cc(C2CC2)nn1-c1ccccc1)c1ccc(F)cc1
  A: 6	B: 0	C: 3	D: -1	E: -4	F: 2	G: -7	H: -1	I: 4	J: -7
canonical_smiles: CCN(CC)CCN(Cc1cc2ccc(C)cc2[nH]c1=O)C(=S)Nc1ccccc1C(=O)OC
  A: 4	B: 5	C: 0	D: 6	E: -2	F: -5	G: 0	H: 5	I: -7	J: -5
canonical_smiles: Cc1noc(C)c1CN1C(=O)NC(Cc2ccccc2)(Cc2ccccc2)C1=O
  A: -5	B: 4	C: -3	D: 0	E: 2	F: -3	G: -4	H: -1	I: -2	J: 2
canonical_smiles: CC(C)CCNC(=O)Cn1c(=O)oc2cc(S(=O)(=O)N3CC(C)CC(C)C3)ccc21 (stereo unspecified)
  A: 3	B: -8	C: -1	D: 4	E: -4	F: 6	G: 11	H: 1	I: -2	J: 0

4 entries drawn at random from those above, as already listed:
Screens by letter – A = rCAG RNA binder; B = TCR-CD3 inh; C = MBD2 inh; D = PRMT1 inh; E = SIAE inh; F = NPR1 activator; G = mABHD4 FP; H = UHRF1 MBD2 ctr; I = NPR2 activator; J = HTRA1 inh
canonical_smiles: O=C(Nc1cc(C2CC2)nn1-c1ccccc1)c1ccc(F)cc1
  A: 6	B: 0	C: 3	D: -1	E: -4	F: 2	G: -7	H: -1	I: 4	J: -7
canonical_smiles: COCCn1c(SCC(=O)Nc2cccc(C(=O)OC)c2)nc2ccccc2c1=O
  A: -6	B: -7	C: 4	D: 0	E: -4	F: 1	G: 2	H: 3	I: 12	J: 3
canonical_smiles: Cc1c(N=Cc2ccco2)c(=O)n(-c2ccccc2)n1C
  A: -6	B: 0	C: -3	D: 1	E: -1	F: 3	G: 2	H: -1	I: -1	J: 3
canonical_smiles: CC(C)CCNC(=O)Cn1c(=O)oc2cc(S(=O)(=O)N3CC(C)CC(C)C3)ccc21 (stereo unspecified)
  A: 3	B: -8	C: -1	D: 4	E: -4	F: 6	G: 11	H: 1	I: -2	J: 0

(more compounds)
Screens by letter – A = rCAG RNA binder; B = TCR-CD3 inh; C = MBD2 inh; D = PRMT1 inh; E = SIAE inh; F = NPR1 activator; G = mABHD4 FP; H = UHRF1 MBD2 ctr; I = NPR2 activator; J = HTRA1 inh
canonical_smiles: COc1ccc(C2/C(=C(/O)c3ccccc3)C(=O)C(=O)N2C)c(OC)c1 (stereo unspecified)
  A: -3	B: -9	C: 2	D: 3	E: -3	F: -1	G: 3	H: -5	I: 3	J: 3
canonical_smiles: CC1=C(C)CC(C(=O)NNC(=O)c2csc3c2CCC(C(C)(C)C)C3)C(C(=O)O)C1 (stereo unspecified)
  A: 13	B: 0	C: -6	D: 1	E: 6	F: -3	G: 6	H: -1	I: 2	J: -6
canonical_smiles: CCOC(=O)c1sc(NC(=O)CSc2ccccn2)c(C#N)c1C
  A: -2	B: 8	C: -2	D: -3	E: 3	F: -5	G: -3	H: -1	I: -5	J: 3
canonical_smiles: COCC(=O)Nc1c(C(=O)Nc2cccc(OC)c2)oc2ccccc12
  A: -3	B: 1	C: 4	D: 0	E: 3	F: 3	G: -2	H: -2	I: 0	J: -4
canonical_smiles: C[C@@H]1CC[C@]2(O[C@@H](CCO)C[C@H](O)[C@H]2O)O1
  A: 12	B: 11	C: -6	D: 0	E: -1	F: -1	G: 4	H: 0	I: 2	J: 3
canonical_smiles: CC(=O)C(Sc1ncnc2c1nnn2-c1ccc(F)cc1)C(=O)N(C)C (stereo unspecified)
  A: -2	B: -7	C: 1	D: 2	E: 7	F: 30	G: 6	H: -3	I: 9	J: x
canonical_smiles: O=C(CNC(=O)c1ccc(-c2ccccc2)cc1)Nc1cccc(CO)c1
  A: 6	B: -4	C: -4	D: -4	E: -6	F: 2	G: 1	H: 0	I: -9	J: -14
canonical_smiles: CC(C)(C)C(=O)Cn1ncc(N2CCOCC2)c(Br)c1=O
  A: -1	B: 3	C: 10	D: 7	E: -11	F: 5	G: -11	H: 3	I: -2	J: 0
canonical_smiles: Cc1ccc(C)c(S(=O)(=O)N2CCNCC2)c1
  A: -1	B: -2	C: -1	D: 0	E: 5	F: 2	G: -3	H: 0	I: 4	J: 2
canonical_smiles: CCCC1=Nc2cc(C(=O)N3CCC(C(=O)OCC)CC3)ccc2Sc2ccccc21
  A: -6	B: 8	C: -2	D: 5	E: -2	F: 0	G: -3	H: 3	I: 0	J: -30
canonical_smiles: Cc1ccc(CNS(=O)(=O)c2ccc3c(c2)OCCO3)cc1
  A: -1	B: -4	C: -3	D: 3	E: 2	F: -2	G: -2	H: 1	I: -2	J: -11
canonical_smiles: Cc1ccc(NC(=O)COC(=O)c2oc3ccccc3c2C)cc1S(=O)(=O)N1CCOCC1
  A: 11	B: 8	C: 5	D: 4	E: -34	F: -3	G: -45	H: 6	I: -1	J: -34
canonical_smiles: CCCn1c(SCC(=O)N2CCc3ccccc3C2)nc(O)cc1=O
  A: 26	B: -4	C: -6	D: 10	E: 12	F: -2	G: 0	H: -1	I: 5	J: 3
canonical_smiles: O=C(CN1C(=O)NC(c2ccc(F)cc2)C1=O)Nc1ccc2c(c1)OCCO2 (stereo unspecified)
  A: 2	B: -1	C: 1	D: 2	E: 1	F: 2	G: -7	H: 1	I: -2	J: -2
canonical_smiles: Cc1ccc(SCC(=O)NC(C)(C)C)cc1
  A: -3	B: 2	C: -3	D: -2	E: 6	F: -1	G: 3	H: -1	I: 1	J: 6
canonical_smiles: CCOC(=O)C1=C(C)NC(=O)NC1c1ccc(Cl)cc1Cl (stereo unspecified)
  A: -1	B: -1	C: 2	D: 0	E: -6	F: -6	G: 6	H: -1	I: -7	J: 3
canonical_smiles: CCOc1ccc(C2C(=O)N(C3CCCCC3)CC(=O)N2CC2CCCO2)cc1OC (stereo unspecified)
  A: -4	B: 0	C: -2	D: 2	E: 6	F: 0	G: -1	H: 2	I: 1	J: 2
canonical_smiles: COc1ccc(CNC(=O)COC(=O)c2cc(-c3ccc(Cl)s3)nc3ccccc23)cc1
  A: 3	B: -4	C: -1	D: 2	E: -13	F: 6	G: -3	H: -2	I: -4	J: -1
canonical_smiles: O=C(COc1ccc(S(=O)(=O)N2CCCC2)cc1)Nc1ccc(F)cc1
  A: -1	B: 6	C: 3	D: -3	E: 5	F: -2	G: -7	H: -2	I: -3	J: -3
canonical_smiles: O=C(COC(=O)C1CCCO1)Nc1nc(-c2ccc(F)cc2)cs1 (stereo unspecified)
  A: 2	B: 3	C: 2	D: -4	E: 2	F: 21	G: -5	H: 1	I: 2	J: -7
canonical_smiles: CCCCN1C(=O)C2NN=C(C(=O)OC)C2C1=O (stereo unspecified)
  A: -2	B: -1	C: -2	D: -4	E: 3	F: 0	G: -1	H: -2	I: 1	J: -1
canonical_smiles: O=C(CCC(=O)Nc1ccc(F)cc1)N/N=C/c1ccccc1O
  A: 3	B: 3	C: -4	D: -1	E: 0	F: 1	G: 5	H: 2	I: -4	J: -1
canonical_smiles: CC1=NN(c2nc(-c3ccc(C#N)cc3)cs2)C(=O)C1
  A: 20	B: 1	C: 3	D: 5	E: 4	F: -3	G: -3	H: -1	I: -6	J: x
canonical_smiles: NC(=O)C1CCN(C2=C(Cl)C(=O)c3ccccc3C2=O)CC1
  A: 4	B: 4	C: -13	D: 25*	E: -4	F: 1	G: 7	H: -19	I: -4	J: 10
canonical_smiles: Cc1ccc(S(=O)(=O)CCC(=O)OCC(=O)NC(C)c2ccc(F)cc2)cc1 (stereo unspecified)
  A: -6	B: -9	C: 8	D: 6	E: -5	F: 0	G: -9	H: 7	I: 0	J: 2
canonical_smiles: COC(=O)C=CC(=NNc1ccccc1)c1ccccc1
  A: 4	B: -7	C: -2	D: 4	E: 0	F: 1	G: -6	H: 1	I: 2	J: -22
canonical_smiles: CC(C)c1cccc(-c2ccc3c(c2)S(=O)(=O)c2cccc(C(=O)NCc4ccccc4)c2C3=O)c1
  A: 4	B: 0	C: 1	D: 0	E: 4	F: 1	G: -2	H: -2	I: 9	J: -2
canonical_smiles: CSc1nc(O)c(Nc2cccc(Cl)c2)c(=O)[nH]1
  A: 3	B: -9	C: 0	D: 1	E: 2	F: 2	G: 2	H: 2	I: -5	J: 6
canonical_smiles: Cc1ccc(-n2c(=O)cc(N3CCN(Cc4ccccc4)CC3)[nH]c2=O)cc1
  A: 7	B: -6	C: 0	D: 4	E: 17	F: 2	G: -3	H: -2	I: -2	J: -8
canonical_smiles: Cc1ccc(Cc2c(C3CCCCC3)nc3ccc(C)cn23)cc1
  A: 0	B: -7	C: 4	D: 1	E: 1	F: -3	G: 10	H: 9	I: -4	J: x
canonical_smiles: O=C(NCCc1cn2ccccc2n1)c1ccccc1F
  A: 1	B: -3	C: 0	D: 0	E: -2	F: 1	G: 2	H: 1	I: -1	J: 1
canonical_smiles: C/C(Cn1nc([N+](=O)[O-])cc1C)=N\NC(=O)COc1c(Cl)cc(Cl)cc1Cl
  A: 4	B: -1	C: -5	D: -1	E: 10	F: 0	G: 1	H: 3	I: -4	J: 3
canonical_smiles: COCCNC(=O)Cn1ncc2ccsc2c1=O
  A: 1	B: 7	C: -1	D: 0	E: -9	F: 1	G: 7	H: 2	I: 5	J: 2
